FadD28 binding – inhibitors of FadD28 bisubstrate probe binding, primary screen, biochemical, fluorescence polarization, single point; inhibition, % at 12.5 µM; 360,000 compounds, 0.22% hits; AID 588549, 2011; in the data active means inhibition above about 8.5%, passing the limit was not always enough; inconclusive means no clear call, values can overlap the other calls
PfHsp40 yeast – rescue of yeast from PfHsp40 toxicity, primary screen, S. cerevisiae, ATP luminescence | growth rescue, % at 12.5 µM | 340,000 compounds, 0.68% hits | AID 504582, 2011 | S. cerevisiae expressing PfHsp40, growth rescue; in the data active means growth rescue above about 28%, passing the limit was not always enough; inconclusive means no clear call, values can overlap the other calls;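 further: yeast W303a lacking pdr1 and pdr3 grown in galactose medium; growth measured after three days at 30 °C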
Y pestis TopoI – Yersinia pestis topoisomerase I inhibitors, primary screen, biochemical, cleavage product accumulation, plate reader, single point | DNA topoisomerase I (Yersinia pestis CO92) | Y. pestis Topo-I cleavage product accumulation | activity, % at 10 µM | 360,000 compounds, 0.064% hits | AID 504884, 2011; in the data active means activity above about 50%, passing the limit was not always enough; inconclusive means no clear call, values can overlap the other calls; further: inactives centre near 2
Anthrax LF prot – Bacillus anthracis LF protease inhibitors, primary screen, biochemical, multiplex microsphere, MLPCN library | Lethal factor (Bacillus anthracis), P15917 | multiplex microsphere protease cleavage assay | inhibition, % at 10 µM | 360,000 compounds, 0.12% hits | AID 588501, 2011; further: plate controls were buffer without enzyme for full effect and enzyme alone for no effect
TcdB GH inh – TcdB glycohydrolase inhibitors, primary screen, biochemical, single point, plate reader. Toxin B (Clostridioides difficile), P18177. TcdB glycohydrolase enzymatic assay. inhibition, % at 9.99 µM. 350,000 compounds, 0.24% hits. AID 652162, 2013; in the data active means inhibition above about 10%
BoNT A protease – BoNT/A light chain protease inhibitors, primary screen, biochemical, flow cytometry, MLPCN library. Botulinum neurotoxin type A light chain protease (Clostridium botulinum A str. ATCC 3502). multiplex microsphere protease substrate cleavage. inhibition, % at 10 µM. 360,000 compounds, 0.17% hits. AID 588499, 2011; further: plate controls were buffer without enzyme for full effect and enzyme alone for no effect
PrPC TRFRET – inhibitors of human cell surface prion protein PrPC, primary screen, cell-based, TR-FRET | TR-FRET read-out | inhibition, % at 13.8 µM | 370,000 compounds, 0.43% hits | AID 720596, 2013; in the data active means inhibition above about 24%; further: 0% = median of the test wells and 100% = reference compound wells
CCHFV vOTU inh – CCHFV vOTU protease inhibitors, primary screen, biochemical, Pep-AMC substrate, fluorescence. Crimean-Congo hemorrhagic fever virus L polyprotein viral ovarian tumor (vOTU) protease …. inhibition, % at 11.5 µM. 370,000 compounds, 0.55% hits. AID 651958, 2012; in the data active means inhibition above about 30%; further: 0% = vehicle wells with enzyme and 100% = no enzyme wells
BoNT F protease – BoNT/F light chain protease inhibitors, primary screen, biochemical, flow cytometry, MLPCN library | inhibition, % at 10 µM | Botulinum neurotoxin type F light chain protease (Clostridium botulinum) | 360,000 compounds, 0.22% hits | Multiplex microsphere protease cleavage assay; in the data active means inhibition above about 35%, passing the limit was not always enough; inconclusive means no clear call, values can overlap the other calls; further: plate controls were buffer without enzyme for full effect and enzyme alone for no effect
Active calls of the source: *; u = inconclusive; x = not tested or not shown. Unless noted, no stated cut-off is given here; in the data, active means inhibition above about 30%; inconclusive means no clear call, values can overlap the other calls; inactive means below that.

SMILES	FadD28 binding	PfHsp40 yeast	Y pestis TopoI	Anthrax LF prot	TcdB GH inh	BoNT A protease	PrPC TRFRET	CCHFV vOTU inh	BoNT F protease
COC(=O)c1ccc(N=NNc2ccccc2)cc1	-1.1	-0.7	1	-1	x	-0.6	-1	-11	2
CCOC(=O)N1CCC(NC(=O)C2CCN(S(=O)(=O)c3cnc[nH]3)CC2)CC1	-2.1	0.0	7	-5	x	0.5	-1	16	-6
COc1ccc(-n2nc(C(=O)NCC(=O)N3CCOCC3)c3ccccc3c2=O)cc1OC	-0.4	0.1	-2	4	-0.8	-6.6	-13	-9	-16
CCCn1nc(Oc2nc(N(C)C)nc(N(C)C)n2)ccc1=O	-1.9	-0.3	10	-5	0.7	-1.8	-6	-2	-8
CCOC(=O)C=Cc1ccc(C(=O)OCC)[nH]1	-3.1	x	6	-2	0.5	-0.4	4	15	-3
C=CCc1ccccc1OCC(O)Cn1ccnc1C (stereo not given)	-2.1	3.6	3	-3	x	-0.9	-4	-12	-15
Cc1cccc(C(=O)NNC2=CC(=O)CC(C)(C)C2)c1O	-0.3	-1.0	8	5	-0.9	-0.6	4	-4	3
CCn1nc(C)c(CN2CCC(n3nccc3NC(=O)CCCc3ccccc3)CC2)c1C	-2.4	-2.2	4	-3	-0.4	0.8	-10	13	-4
CCCCn1c(N)c(N(CC(C)C)C(=O)c2cccc(S(=O)(=O)N3CCN(C(C)=O)CC3)c2)c(=O)[nH]c1=O	0.1	-0.2	1	-3	-0.8	-1.0	-6	-9	-4
Cc1nn(-c2ccccc2)c(Cl)c1/C=N/Nc1ccc(S(=O)(=O)Nc2ccccc2C(=O)O)cc1[N+](=O)[O-]	12*	-0.9	2	-2	x	u	-6	-4	2
O=C(Cn1nnc(N2CCCC2)n1)N/N=C/c1ccc(Cl)cc1	-1.9	-0.6	10	-6	-0.5	0.1	0	-11	-8
NC(=O)c1cc(N)ccc1N1CCCC1	1.9	-0.5	-10	-5	-13	-0.8	-16	7	-18
Cc1ccc(C(=O)CN2C(=O)C(C)Oc3ccccc32)cc1 (stereo not given)	-3.4	4.0	11	1	0.7	0.6	1	0	-5
Cc1c(C(=O)Nc2nc3ccccc3[nH]2)cccc1[N+](=O)[O-]	-3.4	1.5	-4	1	x	-0.6	10	4	-8
O=C(COC(=O)c1cc2ccccc2o1)c1ccccc1	-1.3	-0.8	-5	-10	x	-1.0	-1	1	-9
CCOC(=O)c1cnc2ccc(C)cn2c1=O	1.1	-0.4	2	2	1.1	-0.6	-14	-106	-3
COc1cccc(-c2cc(C(=O)Nc3ccn(Cc4ccc(C)cc4)n3)no2)c1	-3.3	0.2	37	-6	0.0	-1.1	-5	0	-4
COc1ccc(S(=O)(=O)NC(C)C)cc1C(=O)N1CCOCC1	-0.4	1.1	7	-3	-0.4	-0.4	-3	5	-1
CN(CCO)C(=O)c1nc[nH]c1C(=O)N(C)Cc1ccccc1	-0.6	x	x	6	0.6	0.2	-1	15	-9
CCOC(=O)c1c(NC(=O)c2c(-c3ccccc3)noc2C)sc(C)c1-c1ccccc1	-0.8	0.5	0	-4	x	-0.2	-1	8	-3
COc1ccc(/C=C/C(=O)NC(=S)NCC2CCCO2)cc1 (stereo not given)	-4.2	0.4	9	-1	-0.6	0.2	2	21	-3
S=c1[nH]nc(Cc2ccccc2)n1-c1cccc2ccccc12	-2.9	0.8	-5	-3	0.4	0.0	0	1	-1
Cc1ccc[n+](CC(=O)c2ccc(Cl)cc2)c1	-4.1	0.0	-6	-12	1.9	-0.9	7	-15	3
O=S(=O)(N/N=C/c1ccc(N2CCOCC2)cc1)c1ccccc1	-1.0	1.1	14	-2	-0.7	1.5	-2	20	-7
Cc1ccc(C(=O)NCC(=O)Nc2ccc(S(=O)(=O)Nc3cc(C)nc(C)n3)cc2)cc1	0.8	-1.5	-1	-4	1.8	-0.3	-7	9	-2
Cc1cccc(N2CCN(C(=O)CCS(=O)(=O)c3ccc4c(c3)NC(=O)CO4)CC2)c1C	-4.9	-0.7	36	0	-12	-0.1	7	3	14
COc1ccc(NC(=O)c2sc3nc(C)nc(N4CCOCC4)c3c2C)c(OC)c1	-1.0	-0.8	-6	-3	-0.6	-0.5	4	3	-3
Cc1ccc(C(=O)NC(Cc2c[nH]c3ccccc23)C(=O)O)o1 (stereo not given)	-0.5	-1.4	-10	-2	x	0.0	-5	7	-2
CCC(Oc1ccc(C)cc1)C(=O)Nc1ccc2c(c1)n(C)c(=O)n2C (stereo not given)	-2.3	-1.5	-4	-2	0.1	-0.1	6	10	u
C=C(C)CN(CC)C(=O)CCc1nnc(CCc2c[nH]c3ccccc23)o1	-1.5	1.1	5	-7	-0.5	-0.6	-2	8	0
CC(C)CC(C(=O)O)N1C(=O)C2C3C=CC(C2C1=O)C1C(=O)N(C(CC(C)C)C(=O)O)C(=O)C31 (stereo not given)	-0.5	0.4	3	-2	0.2	-1.8	0	6	-5
Cc1cccc(Cn2c(=O)c3c(nc4n3CCCN4Cc3ccccc3)n(C)c2=O)c1	0.7	4.5	21	-5	x	-0.3	3	6	7
CC(=O)Nc1nnc(SCC(=O)NC2CC2)s1	-2.1	-0.7	2	-8	0.2	-2.9	-2	-14	12
CCC(=O)Nc1ccc(C(=O)CSc2nnc(-c3ccc(NS(C)(=O)=O)cc3)n2C)cc1OC	-3.7	-1.1	-2	-2	x	0.2	-2	1	0
CC(=O)NCCc1ccc(S(=O)(=O)NC2OC(=O)c3ccccc32)cc1 (stereo not given)	0.6	2.9	3	6	x	0.0	9	-6	-1
Cc1ccc(NC(=S)NNC(=O)c2c([N+](=O)[O-])c(C)nn2C)cc1	1.4	-0.7	-10	-2	x	-0.9	-2	10	-4

Copied from the list.
CCC(=O)Nc1ccc(C(=O)CSc2nnc(-c3ccc(NS(C)(=O)=O)cc3)n2C)cc1OC – BoNT A protease: 0.2
CC(C)CC(C(=O)O)N1C(=O)C2C3C=CC(C2C1=O)C1C(=O)N(C(CC(C)C)C(=O)O)C(=O)C31 (stereo not given) – PfHsp40 yeast: 0.4

Going on with the list.
SMILES	FadD28 binding	PfHsp40 yeast	Y pestis TopoI	Anthrax LF prot	TcdB GH inh	BoNT A protease	PrPC TRFRET	CCHFV vOTU inh	BoNT F protease
O=C(Nc1ccc2c(c1)OCCO2)c1cccc(Br)c1	-3.2	3.3	1	2	3.8	4.5	0	2	u
CC(=O)N1CCN(c2ccc(NC(=O)c3ccc([N+](=O)[O-])cc3)cc2)CC1	0.4	-0.5	-6	2	0.7	1.3	-30	7	8
CCN(CCCNC(=O)CCc1nc(-c2ccc(C)cc2)no1)c1cccc(C)c1	-0.3	-0.5	35	-6	x	-1.2	-2	17	-23
COc1cc(/C=C2\SC(=O)NC2=O)ccc1OCc1ccc(Cl)nc1	0.3	0.4	0	0	1.2	-2.8	-6	-9	-12
Cc1c(CBr)[n+](=O)c2c(n1[O-])C(Br)CCC2Br (stereo not given)	-1.3	0.7	-7	9	-2.8	0.1	5	9	-10
O=C1CC(=O)N(c2ccccc2)N1c1ccccc1	2.2	0.0	9	2	-1.0	-0.1	2	-7	-6
Nc1c(C(=O)Nc2nc3ccccc3s2)sc2nc(-c3cccs3)ccc12	-2.7	-1.0	-1	28	x	50*	x	x	30
O=c1oc2c(O)cccc2cc1-c1nc2ccccc2[nH]1	1.7	2.8	5	0	0.6	-4.8	-9	-206	u
COc1ccc(NC(=O)CSc2nccn2-c2cccc(OC)c2)cc1	-0.5	2.4	11	2	x	0.4	-2	0	7
O=C(O)c1csc(-c2ccc(Cl)cc2)n1	0.5	-1.5	3	-1	2.0	-0.2	-6	13	3
CCc1nnc(NC(=O)CN2CCN(Cc3cccc(F)c3)CC2)s1	-1.4	-0.4	-5	1	0.8	-0.8	-1	-6	0
CCNS(=O)(=O)c1ccc(NC(=O)Nc2cccc(OC)c2)cc1	-2.7	0.0	0	-1	x	0.8	7	8	16
Cc1ccccc1OCCOC(=O)c1cc(S(=O)(=O)N2CCOCC2)ccc1C	-0.4	x	8	-4	0.9	-0.2	-2	-5	0
CC(=O)Nc1ccc(S(=O)(=O)NC(C)C(=O)NC(C)c2ccccc2)cc1 (stereo not given)	-0.1	-0.5	5	-4	-0.7	-0.1	3	5	4
O=C(CSc1nnc(-c2ccc(Cl)cc2Cl)n1C1CCCCC1)NC1CCS(=O)(=O)C1 (stereo not given)	0.3	-0.7	23	-1	x	1.0	-2	-8	-5
CC1C(C#N)=C(N)OC2=C1C(=O)CC(C)(C)C2 (stereo not given)	-2.3	-0.1	-1	-4	x	0.0	-4	-8	-5
O=C(Oc1cc(=O)oc2c1c(=O)n1c3c(cccc23)CC1)c1ccc(F)cc1	-3.8	x	1	-1	0.1	-1.6	-1	-12	u
CNC(=S)N(CCO)Cc1cc2cc3c(cc2[nH]c1=O)OCO3	-0.1	-0.5	-2	12	0.5	2.4	0	-33	-15
CC[C@@H]1CCCCc2ccccc2[C@H](C(=O)C[C@H](O)CC(C)=O)OC1=O	0.5	-1.6	5	-4	0.2	-0.2	4	10	3
CCC(=O)c1ccc(OCC(=O)O)c(OC)c1	0.0	1.8	-2	2	0.7	-0.6	1	-7	-5
NC(=O)c1ccsc1NC(=O)CCS(=O)(=O)c1ccc(F)cc1	-5.5	1.6	9	0	6.0	0.4	-2	19	0
CC/C(=N\NC(=S)Nc1cc(C)ccc1C)c1ccc(OC(F)F)cc1	-0.7	0.7	21	0	x	0.0	-4	2	-7
CC(C)C(=O)Nc1nnc(-c2ccccc2)o1	-0.4	-0.7	-2	4	1.0	0.2	2	-8	-6
CN(Cc1cnc2nc(N)nc(N)c2n1)c1ccc(C(=O)NC(CCC(=O)O)C(=O)O)c2ccccc12 (stereo not given)	-2.3	4.5	1	-2	1.0	0.4	-20	-25	-8
Cc1onc(-c2ccccc2)c1C(=O)NCCc1c[nH]c2ccccc12	-1.6	1.7	4	14	x	2.5	-2	-1	6
CN1C(=O)NC(=O)/C(=C\c2ccc([N+](=O)[O-])o2)C1=O	1.8	3.6	-20	-2	x	-1.0	x	x	-1
COc1cc(C2Nc3ccccc3C(=O)N2c2ccc3c(c2)OCCO3)ccc1OCC(C)C (stereo not given)	0.9	-0.9	43	-10	x	0.5	-1	-9	-1
CN1CCN(S(=O)(=O)c2ccc(-c3ccccc3)cc2)CC1	-0.2	0.0	0	2	x	1.4	-3	-8	3
Cc1ccccc1C(=O)OCCN1CCOCC1	-4.5	0.8	4	3	x	0.8	2	-2	9
COc1ccc(C2C(C#N)=C(N)Oc3cc(O)ccc32)cc1OC (stereo not given)	-6.3	-1.1	0	-1	x	0.0	2	0	4
COc1cc(/C=C/C(=O)OCC(=O)c2c(N)n(C)c(=O)n(C)c2=O)ccc1OCC#N	-2.5	0.7	1	-3	0.5	-0.5	-7	-12	-4
Cc1cc(C)c(S(C)(=O)=O)c(NN)n1	0.8	-0.9	8	-4	0.2	-0.8	3	4	1
CS(=O)(=O)Nc1cccc(-c2cn3ccccc3n2)c1	-1.5	-1.2	0	1	2.1	-0.9	-6	-5	-11
O=C(CCc1nnc2ccc(N3CCOCC3)nn12)Nc1ccc(F)cc1F	0.1	0.0	-1	-2	0.1	0.5	-1	-11	2

Whole records from above. Values in the order: FadD28 binding | PfHsp40 yeast | Y pestis TopoI | Anthrax LF prot | TcdB GH inh | BoNT A protease | PrPC TRFRET | CCHFV vOTU inh | BoNT F protease
O=C1CC(=O)N(c2ccccc2)N1c1ccccc1 across the screens: 2.2 | 0.0 | 9 | 2 | -1.0 | -0.1 | 2 | -7 | -6
CCOC(=O)c1c(NC(=O)c2c(-c3ccccc3)noc2C)sc(C)c1-c1ccccc1 across the screens: -0.8 | 0.5 | 0 | -4 | x | -0.2 | -1 | 8 | -3
